# High-throughput results as filed in PubChem BioAssay.
# rTrxR1 inhibitor: rat TrxR1 inhibition | AID 588453 | O89049 | Potency, µM (series often up to 114 µM), inactives show at the top dose activity change, negative = inhibition, most hits filed as inhibitors | recombinant rTrxR1, NADPH fluorescence consumption, selenite substrate | 1% of 390,000 active; also: potency is read from the fitted curve at half-maximal effect; % is scaled to controls: 0 for no effect and ±100 for the full control effect; nearly all actives have a fitted effect of over 65% in size
#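 Rat TrxR1 (90 nM in the dispensed reagent) was pre-reduced with 400 uM NADPH for 5 min at room temperature, then incubated with compound for 15 min. After 400 uM selenite was added, NADPH fluorescence (Ex 340/Em 450 nm) was followed for 8 min.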
# GLS inhibitor: glutaminase GLS (human) inhibition; O94925; GLS enzymatic activity, qHTS titration; Potency, µM (doses to about 45.5 µM), inactives show at the highest dose activity change, negative = inhibition, most hits filed as inhibitors; 0.21% of 410,000 active; also: potency is read from the fitted curve at half-maximal effect; % is scaled to controls: 0 for no effect and ±100 for the full control effect
#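 hKGA in 45 mM KH2PO4 pH 8.2, 0.02% Tween-20 with pin-transferred compounds; 1 mM L-glutamine (stock) plus glutamate oxidase/HRP/Amplex Red coupling added. Fluorescence read initially and after 30 min at RT.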
# HP1b binding inh: HP1-beta chromodomain-methylated histone interaction inhibition. AlphaScreen HP1-beta / biotin-H3K9me3 peptide binding. Potency, µM (doses to about 114 µM), for the others: at the top dose activity change, negative = inhibition, hits mostly inhibitors. 0.56% of 390,000 active; also: potency is read from the fitted curve at half-maximal effect; nearly all actives have a fitted effect of over 70% in size; inactives centre near 23
# Target sequence (P83916 whole entry, looked up): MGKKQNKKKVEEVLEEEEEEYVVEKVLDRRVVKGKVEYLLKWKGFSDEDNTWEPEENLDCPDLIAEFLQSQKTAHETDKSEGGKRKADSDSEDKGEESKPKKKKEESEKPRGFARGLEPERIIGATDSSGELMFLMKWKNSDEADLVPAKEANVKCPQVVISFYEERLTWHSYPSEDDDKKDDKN
#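 HP1-beta protein (50 nM final) preincubated 30 min at room temperature with biotinylated H3(1-18)K9me3 peptide (50 nM) in PBS pH 7.4, 0.01% Tween-20, then compound added for 30 min. AlphaScreen streptavidin donor/nickel chelate acceptor beads (10 ug/mL final), 30 min dark, luminescence read.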
# mIDH1 inhibitor: inhibitors of human mutant IDH1 R132H | O75874 | IDH1-R132H enzyme, NADPH consumption, diaphorase/resazurin fluorescence | Potency, µM (titrated, usually from 76.6 µM), inactives show top-dose activity change, negative = inhibition, hits mostly inhibitors | 0.093% of 390,000 active | AID 602179; also: potency is read from the fitted curve at half-maximal effect; % is scaled to controls: 0 for no effect and ±100 for the full control effect; nearly all actives have a fitted effect of over 65% in size
# Target sequence (O75874 whole entry R132H, stated change not applied): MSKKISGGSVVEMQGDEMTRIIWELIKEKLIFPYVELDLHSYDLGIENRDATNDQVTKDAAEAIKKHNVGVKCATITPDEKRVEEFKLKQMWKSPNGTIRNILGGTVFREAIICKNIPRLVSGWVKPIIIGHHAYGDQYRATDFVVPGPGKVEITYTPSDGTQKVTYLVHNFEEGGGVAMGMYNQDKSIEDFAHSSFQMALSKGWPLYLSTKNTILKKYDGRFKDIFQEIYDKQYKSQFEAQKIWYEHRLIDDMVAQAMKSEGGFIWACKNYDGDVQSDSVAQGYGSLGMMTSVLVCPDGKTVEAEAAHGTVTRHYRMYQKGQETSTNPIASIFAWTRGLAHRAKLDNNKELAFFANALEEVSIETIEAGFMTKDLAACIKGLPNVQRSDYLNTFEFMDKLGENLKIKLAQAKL
#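 IDH1-R132H (0.5 ug/mL dispensed) in pH 7.5 Tris buffer was preincubated 30 min with compound, then given a substrate mix of 0.016 mM NADPH and 2 mM alpha-KG for 80 min at room temperature; remaining NADPH was read by diaphorase/resazurin fluorescence.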
# Pin1 inhibitor: blocks the human prolyl isomerase Pin1; Q13526; Pin1 FP peptide displacement, HiFluor488, 10 min; AID 504891; Potency, µM (titrated, usually from 115 µM), inactives show at the highest dose activity, negative = inhibition, usual class: inhibitors; 0.009% of 390,000 active; active = well fitted inhibition curve with a large enough effect in the polarisation, with a control signal flat, not every such curve was filed as active; inconclusive = small, poorly fitted or top-dose-only effect, or effect the other way, or a change in a side signal; inactive = no such curve, though single readings can be large or run the other way; the % refers to the polarisation; also: potency is read from the fitted curve at half-maximal effect; % is scaled to controls: 0 for no effect and ±100 for the full control effect
# PI4K2A block: inhibitors of human PI4K2A | Q9BTU6 | purified PI4K2A, ADP-Glo luminescence, 1 h; stronger effect = lower value | activity change, negative = inhibition, % at 76.9 µM | 0.13% of 420,000 active | AID 1346378; in the data active = activity change below about -50%; inconclusive = mostly about -30% to -49%;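 also: -100% = wells without enzyme as full effect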
#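 Compounds are screened against recombinant PI4K2A using PI as substrate and ATP, the latter dispensed at 300 microM. Reactions run one hour at ambient temperature before ADP-Glo detection; full inhibition defined by wells lacking enzyme.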
# Tb PGK inh: inhibitors of T. brucei phosphoglycerate kinase. P07378. PGK/GAPDH coupled, Kinase-Glo luminescence, 60 min. Potency, µM (titrated, usually from 57.5 µM), inactives show top-dose activity change, negative = inhibition, hits mostly inhibitors. 0.043% of 380,000 active; also: potency is read from the fitted curve at half-maximal effect; % is scaled to controls: 0 for no effect and ±100 for the full control effect; nearly all actives have a fitted effect of over 60% in size
# Target sequence (P07378 whole entry, looked up): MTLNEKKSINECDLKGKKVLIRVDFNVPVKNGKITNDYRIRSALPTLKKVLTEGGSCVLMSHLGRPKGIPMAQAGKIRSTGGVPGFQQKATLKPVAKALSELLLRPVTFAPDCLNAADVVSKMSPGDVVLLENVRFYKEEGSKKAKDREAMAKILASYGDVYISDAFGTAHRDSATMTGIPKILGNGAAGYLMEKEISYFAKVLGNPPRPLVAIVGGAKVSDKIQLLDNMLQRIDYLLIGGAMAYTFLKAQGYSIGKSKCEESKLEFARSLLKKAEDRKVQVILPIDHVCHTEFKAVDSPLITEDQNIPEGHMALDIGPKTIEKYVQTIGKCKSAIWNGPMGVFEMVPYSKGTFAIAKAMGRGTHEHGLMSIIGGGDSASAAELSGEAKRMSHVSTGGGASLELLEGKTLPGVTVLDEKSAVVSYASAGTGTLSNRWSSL
#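 Luminescent ATP detection (Kinase-Glo Plus) follows a 60-minute room-temperature incubation, with wells lacking PGK as controls. Buffer: 100 mM TEA (pH 7.6), 5 mM MgCl2, 0.01% Tween-20. Coupling enzyme GAPDH (100 nM final) supplies unstable 1,3-BPG in-well.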
# USP1-UAF1 inh: USP1/UAF1 (human) deubiquitinase inhibition. O94782. recombinant USP1/UAF1, Ub-Rhodamine cleavage fluorescence. Potency, µM (top dose mostly 57.1 µM), without a hit: top-dose activity change, negative = inhibition, most hits filed as inhibitors. 0.23% of 390,000 active; also: potency is read from the fitted curve at half-maximal effect; % is scaled to controls: 0 for no effect and ±100 for the full control effect; nearly all actives have a fitted effect of over 60% in size; inactives centre near -12
#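 High-throughput fluorogenic screen: 1nM USP1/UAF1 complex, Ub-Rho substrate 150nM final, 50mM HEPES pH 7.8 with 0.5mM EDTA, 0.1 mg/ml BSA, 1mM TCEP and 0.01% Tween-20.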
# TrxR1 substrate: substrates of rat thioredoxin reductase 1; O89049; purified TrxR1 substrate turnover, NADPH consumption readout; Potency, µM (series often up to 114 µM), for inactives: top-dose activity change, negative = substrate turnover; 0.01% of 390,000 active; also: potency is read from the fitted curve at half-maximal effect; % is scaled to controls: 0 for no effect and ±100 for the full control effect; nearly all actives have a fitted effect of over 50% in size
#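 Rat TrxR1, dispensed at 90 nM, was prereduced with 400 uM NADPH (final) for 5 min at ~22 deg C, then incubated with compound 15 min before 400 uM selenite. A first-read NADPH fluorescence drop versus no-compound background flagged substrates.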
# Starred values were filed as active, the others as inactive; i = inactive; ? = inconclusive; . = not tested or not shown; & = joins results of further samples; [ ] = dose if it differs, or a comment. Unless noted, calls follow the shape of the dose curve; as a rule, active = well fitted curve in the direction sought with a large enough effect; inconclusive = small, poorly fitted or top-dose-only effect, or another doubt; inactive = no such curve, though single readings can be large; an effect the other way counts as inactive or inconclusive. The list is partial; the hit share may differ from the screen's.
HP1b binding inh,USP1-UAF1 inh,TrxR1 substrate,mIDH1 inhibitor,Pin1 inhibitor,GLS inhibitor,Tb PGK inh,rTrxR1 inhibitor,PI4K2A block,Compound
38.5%,-18.2%,-0.9%,7.0%,1.6%,-1.4%,-1.1%,4.9%,-1.4,COc1cccc(NC(=O)CSc2ccccn2)c1
4.2%,-12.2%,4.6%,0.1%,-9.2%,15.4%,-0.9%,15.0%,1.2,COc1ccccc1N1CCN(C(=O)CSc2nc3ccccc3[nH]2)CC1
36.9%[activator],-23.3%,1.1%,3.1%,0.2%,-1.1%,2.5%,15.4%,2.0,COCCN(Cc1cc2ccc(C)c(C)c2nc1Cl)C(=O)N1CCOCC1
32.7%,-5.7%,-6.7%,-0.7%,-3.6%,-0.2%,-5.7%,-0.7%,-1.9,Cc1cc(C)n(C(=O)CNc2ccccc2Cl)n1
15.8%,-6.3%,-6.3%,-6.7%,14.3%,7.9%,-0.3%,19.4%,1.1,O=C(Nc1cccc(S(=O)(=O)N2CCCC2)c1)c1cc(-c2ccccn2)nc2ccccc12
19.7%,-6.1%,19.0%,2.3%,0.1%,19.8%,-3.7%,32.5%,-1.3,CC(C)CC(=O)NC(NC(=S)Nc1cccc2cccnc12)C(Cl)(Cl)Cl (stereo unspecified)
45.3%[activator],-5.9%,-0.5%,4.2%,2.3%,0.9%,-1.3%,-6.7%,-0.6,Cn1nc(-c2ccc(OCC(=O)Nc3cccnc3)cc2)c2ccccc2c1=O
18.3%,-5.0%,8.7%[57.1 µM],0.1%,?,9.0%,3.0%,25.0%[57.1 µM],-2.8,Cc1sc2nc(CSCC(=O)NC(C)(C)C)[nH]c(=O)c2c1C
24.9%,-13.8%,-0.6%,0.5%,-0.5%,3.0%,0.9%,11.7%,0.8,COc1ccc(NC(=O)C2CCN(C(=O)NCc3ccccc3)CC2)cc1
25.0%,-13.1%,-5.9%,-8.2%,-6.7%,35.7%&63.4%[activator],-1.3%,15.8%,2.1&0.7,O=C(N/N=C/c1ccccc1O)c1ccncc1
19.3%,0.8%,-4.4%,2.8%,-0.7%,2.1%,-15.3%,-6.1%,2.7,C=CCN(CC=C)C(=S)Nc1ccccc1
-1.3%,-22.6%,8.8%,-3.0%,-6.8%,5.8%,-7.5%,39.5%[activator],-6.2,CC1SC(c2cccc(Cl)c2)NC1=O (stereo unspecified)
6.9%,-4.2%,3.8%[57.1 µM],12.3%,4.4%,0.0%,-0.9%,4.9%[57.1 µM],-19.7,OCCC1CN(Cc2ccc3nsnc3c2)CCN1CCc1ccccc1 (stereo unspecified)
33.9%,-8.4%,-4.4%,3.4%,32.0%[activator],-1.8%,8.2%,3.6%,-0.7,Cc1ccc(S(=O)(=O)N2CCN(C(=O)COC(=O)CC(C)c3ccccc3)CC2)c(C)c1 (stereo unspecified)
?,?,1.8%[57.1 µM],4.0%,56.4%[activator],-4.4%,2.8%,22.3%[57.1 µM],-5.7,O=C(CCC(=O)N1CC2CCCN2c2ccccc21)NCc1cccc(Cl)c1 (stereo unspecified)
36.0%,-20.5%,11.5%[57.1 µM],0.7%,-0.7%,7.0%,6.5%,20.2%[57.1 µM],4.1,O=C(C1CCC(CNS(=O)(=O)c2ccc(F)cc2)CC1)N1CCOCC1 (stereo unspecified)
32.7%,-14.0%,10.9%,5.6%,-16.5%,2.6%,-9.2%,12.9%[57.1 µM],-12.7,CC[N+](CC)(CC)CC(=O)Nc1ccc(SC(F)F)cc1
28.2µM*,-13.9%,0.0%[57.1 µM],9.0%,-2.5%,-8.8%,-5.5%,23.1%[57.1 µM],3.5,O=S(=O)(c1cccc(Cl)c1Cl)N1CCN(C(=S)NCCCN2CCOCC2)CC1
2.1%,-14.7%,3.1%,-2.1%,-2.6%,8.4%,-1.9%,17.6%,-0.3,N#C/C(C(=O)c1ccccc1)=C1/CCCN1
15.7%,-17.5%,12.7%,-7.1%,-4.3%,-1.5%,-6.3%,-46.4%,4.9,COc1ccc(CCNC(=O)CSc2ccc(-c3ccco3)nn2)cc1
6.0%,?,-9.7%,1.8%,9.1%,9.6%,-2.6%,-16.3%,-5.3,COc1nnc(-c2ccc(N3CCOCC3)c(NC(=O)c3ccc(C)cc3)c2)c2ccccc12
48.6%[activator],-24.2%,7.5%,-7.5%,3.0%,-1.1%,-3.4%,28.4%,-4.2,CC1CC(=O)N(c2ccc(Br)cc2)C(=O)C1
25.1%,-23.9%,2.6%,2.2%,11.9%,-0.1%,-5.7%,24.2%,2.9,Cc1ccc(NC(=O)c2ccc(NS(=O)(=O)c3cccc4cccnc34)cc2)cc1
8.1%,-2.3%,-7.2%,-0.8%,0.9%,28.9%,-1.7%,0.9%,-3.7,CCOC(=O)C1C(=O)NC(N2CCN(c3ccccc3)CC2)=NC1c1ccco1 (stereo unspecified)
40.9%[activator],-10.4%,5.1%[57.1 µM],0.2%,0.6%,-0.5%,-3.5%,15.1%[57.1 µM],-9.9,CCOC(=O)CN1C(=O)SC(CC(=O)Nc2nccs2)C1=O (stereo unspecified)
31.3%,-9.5%,6.2%[57.1 µM],5.0%,?,8.7%,i,4.3%,5.7,CCSc1nnc(NC(=O)CSC2=NN3CCCC(=O)N=C3S2)s1
9.8%,-19.9%,8.7%[57.1 µM],2.1%,-3.7%,-8.1%,i,-8.8%,-0.7,CCN(CC)CCNC(C(=O)Nc1ccc([N+](=O)[O-])cc1Br)c1ccccc1 (stereo unspecified)
34.4%,-29.7%,4.0%,4.2%,-6.7%,25.6%,i,5.3%,4.1,C1=C[C@H]2CC[C@@H]1N(c1ccccc1)O2
42.5%[activator],-0.2%,11.5%,-3.2%,-0.4%,2.7%,9.2%,4.6%,-4.5,CN1CCN(C(=O)/C=C/c2ccc3c(c2)OCO3)CC1
18.7%,4.4%,41.8%[activator],7.8%,15.6%,1.1%,.,22.4%,1.9,COc1ccc(-c2cc(C(=O)Nc3ccc(S(N)(=O)=O)cc3)c3ccccc3n2)cc1OC
62.3%[activator],-18.9%,-2.1%,6.7%,1.8%,-11.3%,-9.9%,1.3%,1.9,COc1cccc(NC(=O)Cc2ccc(C)cc2)c1
9.1%,-8.6%,1.0%,0.1%,1.1%,10.7%,1.1%,-2.6%,3.7,CC(C1CC1)N(C(=O)NC1CCS(=O)(=O)C1)c1ccccc1 (stereo unspecified)
23.3%,-22.7%,3.7%,0.0%,-3.9%,1.1%,i,4.2%,3.4,CCOc1ccc(NC(=O)CCS(=O)(=O)c2ccc(C)cc2)cc1
40.5%[activator],-8.5%,-8.8%,-15.5%,?,-5.1%,-3.4%,-31.5%,1.3,CCN(c1ccc(OC)cc1)S(=O)(=O)c1nnc(NC(=O)c2ccco2)s1
30.8%,-19.1%,10.4%[57.1 µM],-2.9%,-7.1%,0.0%,-7.0%,20.9%[57.1 µM],-5.0,CC(C)c1onc(C(=O)N2CCN(Cc3ccccc3)CC2)c1[N+](=O)[O-]
33.3%,-14.5%,4.2%,4.4%,-6.9%,1.9%,-2.4%,-7.0%,5.2,CCn1c(SC/C=C/c2ccccc2)nnc1-c1cccs1
33.2%,-9.0%,9.1%,1.3%,-8.3%,10.5%,-5.4%,7.9%,-4.8,CCC(=O)N1CCc2cc(S(=O)(=O)NCCC(=O)N3CCN(c4ccccc4)CC3)ccc21
9.5%,5.4%,-3.8%,4.7%,-0.2%,0.0%,-2.1%,12.5%,0.3,O=C(NCCCn1ccnc1)C1CCN(S(=O)(=O)c2ccc(F)cc2)CC1
?,1.0%,2.2%,11.8%,-0.7%,26.5%,6.7%,16.0%,-0.5,CN(Cc1ccccc1)Cc1ccccc1F
47.0%[activator],-5.9%,3.0%[57.1 µM],4.5%,-8.1%,-3.4%,-0.3%,18.6%[57.1 µM],-0.3,Cc1ccc(NC(=O)CN(C)CC(=O)Nc2ccc(F)c(F)c2F)c(Cl)c1
-10.0%,-15.2%,0.8%[57.1 µM],-15.4%,4.6%,4.6%,-3.6%,19.1%[57.1 µM],2.5,COc1ccc(C)cc1NC(=O)C1CCN(S(=O)(=O)c2ccc3[nH]c(=O)oc3c2)CC1
30.6%,-9.5%,-12.7%,-8.7%,-2.7%,-0.2%,-9.6%,-6.6%,2.8,Cc1ccc(S(=O)(=O)Nc2ccc3cn[nH]c3c2)c(C)c1
3.4%,-17.5%,6.0%[57.1 µM],-2.1%,2.5%,0.2%,6.8%,14.1%[57.1 µM],8.1,OCCNc1nc(-c2ccccc2)nc2ccccc12
33.5%[activator],0.9%,-4.4%,0.4%,1.5%,1.2%,-4.5%,10.4%[57.1 µM],-3.3,COc1ccc(C(=O)OCC(N)=O)cc1[N+](=O)[O-]

# Results in Tb PGK inh and Pin1 inhibitor, for 2 of the compounds above:
Molecule	Tb PGK inh	Pin1 inhibitor
COc1nnc(-c2ccc(N3CCOCC3)c(NC(=O)c3ccc(C)cc3)c2)c2ccccc12	-2.6%	9.1%
CC1CC(=O)N(c2ccc(Br)cc2)C(=O)C1	-3.4%	3.0%
